# Screening results (PubChem BioAssay)
# POLK inh: inhibitors of human DNA polymerase kappa. Q9UBT6. purified Pol kappa, fluorescent DNA synthesis assay, 10 min. Potency, µM (highest dose often 107 µM), for inactives: top-dose activity, negative = inhibition, usual class: inhibitors. 0.53% of 400,000 active. AID 588579; note: potency is the fitted concentration of half-maximal effect; % is set by controls: 0 for no effect and ±100 for the full control effect
#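 Activity was followed as the change in fluorescence between reads at 0 and 10 min after starting the reaction with 50 nM substrate. Beforehand, 10 nM polymerase had been preincubated with compound for 15 min at room temperature.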
# 12-LOX inh: ALOX12 (human) lipoxygenase inhibition. Potency, µM (doses to about 108 µM), without a hit: top-dose activity change, negative = inhibition, usual class: inhibitors. purified 12hLO, xylenol orange hydroperoxide absorbance. AID 1671190. P18054. 1.1% of 580,000 active; note: potency is the fitted concentration of half-maximal effect; % is set by controls: 0 for no effect and ±100 for the full control effect
# Target sequence (P18054 whole entry, looked up): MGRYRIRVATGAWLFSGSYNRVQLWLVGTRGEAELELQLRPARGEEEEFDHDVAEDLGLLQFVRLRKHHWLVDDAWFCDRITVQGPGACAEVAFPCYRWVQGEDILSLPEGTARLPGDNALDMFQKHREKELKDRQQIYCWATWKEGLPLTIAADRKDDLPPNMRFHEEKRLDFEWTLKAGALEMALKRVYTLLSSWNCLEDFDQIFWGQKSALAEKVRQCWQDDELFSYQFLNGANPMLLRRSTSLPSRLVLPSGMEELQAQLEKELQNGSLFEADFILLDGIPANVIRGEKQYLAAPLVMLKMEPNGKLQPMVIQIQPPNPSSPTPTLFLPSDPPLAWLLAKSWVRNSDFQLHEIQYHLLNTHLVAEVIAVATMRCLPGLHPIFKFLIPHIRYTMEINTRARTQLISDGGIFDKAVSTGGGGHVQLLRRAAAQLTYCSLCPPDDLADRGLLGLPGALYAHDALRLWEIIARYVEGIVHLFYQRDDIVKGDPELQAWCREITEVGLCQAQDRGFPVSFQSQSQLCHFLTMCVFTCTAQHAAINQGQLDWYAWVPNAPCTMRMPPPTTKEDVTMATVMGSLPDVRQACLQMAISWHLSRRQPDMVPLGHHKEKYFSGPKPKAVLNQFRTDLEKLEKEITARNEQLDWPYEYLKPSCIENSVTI
#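 Purified human 12hLO at 150 nM in 25 mM Hepes, 0.01% Triton X-100, pH 7.0, preincubated 15 min at room temperature with compound. Reaction started with 40 uM arachidonic acid, 30 min at room temperature. Hydroperoxide measured by Fe-xylenol orange, 573/405 nm absorbance ratio.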
# ERG Ets-DNA blk: blocks human ERG Ets domain binding to DNA | 0.028% of 370,000 active | Potency, µM (titrated, usually from 76.9 µM), without a hit: at the top dose FP activity, negative = inhibition, usual class: inhibitors | AID 624246 | fluorescence polarization, His-ERG Ets domain / labelled DNA; active = well fitted inhibition curve with a large enough effect in the polarisation, with a control signal flat; inconclusive = small, poorly fitted or top-dose-only effect, or effect the other way, or a change in a side signal; inactive = no such curve, though single readings can be large or run the other way; the % refers to the polarisation;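 note: polarization taken with two DNA probes labelled with fluorescein and Texas red; potency is the fitted concentration of half-maximal effect; % of control where 0% means no effect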
#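 His-tagged ERG Ets domain (1 uM in the protein solution; 300mM KCl, 50mM Tris-HCl, 1mM EDTA, 1mM DTT, pH 7.5) received compound, then a probe mix of 5 nM fluorescein-DNA and 100nM Texas-615-DNA. Fluorescence polarization was read for both dyes.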
# POLI inh: DNA polymerase iota (human) inhibition; Q9UNA4; Pol iota fluorescent replication assay, 10 min; Potency, µM (series often up to 115 µM), inactives show top-dose activity, negative = inhibition, hits mostly inhibitors; 1% of 390,000 active; AID 588590; note: potency is the fitted concentration of half-maximal effect
#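 Pol iota at 10 nM preincubated 15 min with compounds at room temperature; reaction started with fluorescent substrate, 50 nM final. Fluorescence read kinetically at 0 and 10 min; buffer-only wells as negative control.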
# BLM inh: Bloom syndrome helicase (human) inhibition. P54132. recombinant BLM DNA unwinding, fluorescence dequenching. Potency, µM (series often up to 56.1 µM), without a hit: at the top dose activity change, negative = inhibition, hits mostly inhibitors. 0.2% of 350,000 active. AID 2528;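 note: potency is the fitted concentration of half-maximal effect; plate controls were vehicle for no effect and no enzyme for full effect; nearly all actives have a fitted effect of over 35% in size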
# Apoferritin bind: binds horse apoferritin like a general anesthetic. apoferritin/1-aminoanthracene competitive binding, fluorescence. Potency, µM (doses to about 77.5 µM), for the others: at the highest dose activity change, negative = displacement, actives largely listed as inhibitors. 0.074% of 350,000 active. AID 485281; note: potency is the fitted concentration of half-maximal effect; % is set by controls: 0 for no effect and ±100 for the full control effect; nearly all actives have a fitted effect of over 20% in size
# Target sequence (P02791 2-175 limits assumed): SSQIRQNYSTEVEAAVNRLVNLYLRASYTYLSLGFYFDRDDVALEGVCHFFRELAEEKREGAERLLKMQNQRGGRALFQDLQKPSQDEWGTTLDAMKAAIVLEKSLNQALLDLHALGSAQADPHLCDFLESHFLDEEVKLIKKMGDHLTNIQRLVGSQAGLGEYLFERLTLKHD
#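 Probe: 1-aminoanthracene (50% saturated, PBS). Protein: horse-spleen apoferritin, 10 uM. Incubation: 10 min, room temperature. Detection: 380 nm excitation, 535 nm emission. Analysis: normalized response, four-parameter Hill.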
# APEX1 inh: blocks human APE1 abasic DNA cleavage | recombinant APE1, TAMRA/BHQ-2 abasic DNA cleavage fluorescence | Potency, µM (top dose mostly 65.8 µM), for the others: at the highest dose activity change, negative = inhibition, actives largely listed as inhibitors | 0.35% of 350,000 active;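 note: potency is the fitted concentration of half-maximal effect; plate controls were vehicle for no effect and reference inhibitor for full effect; nearly all actives have a fitted effect of over 55% in size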
#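 APE1 at 0.75 nM final was preincubated with compound 15 min at room temperature, then 50 nM double-stranded THF abasic-site substrate (5'-TAMRA/3'-BHQ-2) was added. Fluorescence (ex 525/em 598 nm) was read kinetically; third-minus-first read gave activity.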
# Pol beta inh: inhibitors of human DNA polymerase beta. P06746. Pol beta primer extension/strand displacement, fluorescence kinetic. Potency, µM (doses to about 114 µM), inactives show top-dose activity change, negative = inhibition, most hits filed as inhibitors. 1.3% of 340,000 active; note: potency is the fitted concentration of half-maximal effect; % is set by controls: 0 for no effect and ±100 for the full control effect
#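 Pol beta (10 nM) was preincubated with compound for 15 min at room temperature. The reaction was then started with 50 nM substrate and read immediately and after a further 10 min at room temperature.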
# TRHR ag: agonists of human TRH receptor. P34981. TRHR cells, calcium flux fluo-8, FDSS agonist mode. activation, % at 2 µM. 0.18% of 360,000 active. AID 493084; in the data active = activation above about 30%; note: 0% is about no effect
#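 TRHR-expressing cells loaded with fluo-8 calcium dye; 23 nL library compound pin-transferred, kinetic FDSS fluorescence (Ex 480/Em 530) recorded about 180 s for agonist-induced calcium release, before a 10 nM TRH EC20 addition for potentiator mode.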
# * marks the source's active call; other numbers are inactive results; u = inconclusive; x = not tested or not shown; & = joins results of further samples; [ ] = another dose, or the depositor's remark. Unless noted, calls come from the whole dose curve; as a rule, active = well fitted curve in the direction sought with a large enough effect; inconclusive = small, poorly fitted or top-dose-only effect, or another doubt; inactive = no such curve, though single readings can be large; an effect the other way counts as inactive or inconclusive.
SMILES,POLK inh,12-LOX inh,ERG Ets-DNA blk,POLI inh,BLM inh,Apoferritin bind,APEX1 inh,Pol beta inh,TRHR ag
O=C(Nc1c(-c2ccccc2)nc2ccccn12)c1cccc(F)c1,-6%,15%,13%,-11%,-2%,-2%,6%,-2%,1.9
O=C(COC(=O)/C=C/c1ccc(C(F)(F)F)cc1)NC1CCS(=O)(=O)C1 (stereo not given),2%,-11%,15%,-2%,x,x,10%,x,-0.4
CCCN1CCc2c(sc(NC(=O)c3ccc(S(=O)(=O)N(C)c4ccccc4)cc3)c2C(=O)NC)C1,-11%,u,0%,-6%,-10%,-15%,-11%,-3%,20
Cc1ccc(NC(=O)Nc2nnc(SCC(=O)N3CCCCC3)s2)cc1,-16%[60.1 µM],-22%,2%,-3%,-9%,u,x,10%,0.4
Cc1nc2ncnn2c(C)c1Cc1ccccc1Cl,20%,24%,10%,2%,3%,-10%,-2%,7%,0.7
COc1ccc(NC(=O)N2CCCC(CCC(=O)N(C)CCc3ccccn3)C2)cc1 (stereo not given),-9%,-16%,4%,-8%,0%,-8%,11%,8%,-0.7
COC(=O)C1=NN(C(=O)c2ccccc2)C(O)(c2ccc([N+](=O)[O-])cc2)C1 (stereo not given),-11%,15%,5%,167%[activator],-2%,-18%,27%,-28%,24
CCc1nnc(NS(=O)(=O)c2ccc(NC(=S)NC(=O)c3ccc(OC)c(OC)c3)cc2)s1,-3%,8.9µM*,-5%,u,2%,-11%,8%,-13%,0.1
COc1ccc(NC(=O)Cn2c([N+](=O)[O-])cnc2C)cc1Cl,-12%,0%,-5%,115%[activator],-3%,0%,20%,25%,0.4
COc1ccc(S(=O)(=O)NC(C)C(=O)Nc2ccccc2C(F)(F)F)cc1 (stereo not given),-6%,u,-15%,-9%,-7%,-13%,1%,15%,-0.7
Cn1c(=O)n(C)c2cc(NS(=O)(=O)c3ccc(Br)s3)ccc21,-1%,u,4%,12%,2%,-10%,2%,-5%,0.2
COCC(=O)N(CCc1ccc(OC)cc1)Cc1nc2ccccc2c(=O)[nH]1,-3%,29%,2%,4%,1%,-16%,0%,2%,0.1
NNc1nncc2ccccc12,-1%[60.1 µM],u,x,-6%[58.9 µM],4%,-8%,-2%,5%[57.1 µM],x
O=C1OC2C[C@H]1[C@@H]1C(=O)N(Cc3ccccc3)CCC1C2I (stereo not given in full),-11%[60.1 µM],x,x,x,7%[75.6 µM],-8%[110 µM],9%,x,x
C/C(=N\N=C(N)N)c1cccc(Cl)c1,-9%,-6%,-5%,155%[activator],-5%,-9%,-1%,0%,1.4
CCN(Cc1ccccc1)C(=O)C1CCN(Cc2sccc2C)CC1,-3%,u,0%,19%,-13%,-4%,22%,43%,0.5
CCOC(=O)c1csc(NC(=O)c2ccc(N3C(=O)CCC3=O)cc2)n1,-3%,0%,-3%,-17%,0%,-1%,1%,65%[activator],1.4
O=C(Nc1ccc2[nH]ncc2c1)c1ccccc1Br,-9%,0%,4%,54%[activator],-6%,-9%,3%,12%,0.6
O=C(Nn1cnnc1)c1cc2c(s1)CCCC2,6%,-6%,0%,13%,-4%,4%,-11%,1%,0.9
COc1ccc(CC(NC(C)=O)C(=O)NC2CCN(c3nnnn3-c3ccccc3)CC2)cc1 (stereo not given),5%,0%,2%,7%,-1%,-8%,12%,1%,1.8
CC(C)Cn1cc(C(=O)N2CCC(C)CC2)c2c3ccccc3n(C)c2c1=O,-4%,-15%,3%,-14%,-4%,-13%,1%,5%,5.2
O=C(O)c1cccc(Nc2nc(Nc3ccccc3)nc(N3CCCC3)n2)c1,-8%,-14%,16%,13%,1%,-6%,1%,4%,-0.4
CC1CN(c2ncnc3c2oc2ccccc23)CC(C)O1 (stereo not given),6%,u,-6%,-1%,-4%,0%,-4%,2%,2.6
O=C1CC(C(=O)N2CCCc3ccccc32)CN1c1ccc(Cl)cc1 (stereo not given),-5%,-9%,-5%,34%[activator],-4%,-7%,-8%,0%,-0.5
CC(C)(C)c1cc(OC(=O)c2ccccc2F)ccc1O,-13%,-19%,-7%,51%[activator],-17%,u,13%,u,1.1

# Reformatted: entries from further up
# Results follow in this order: POLK inh	12-LOX inh	ERG Ets-DNA blk	POLI inh	BLM inh	Apoferritin bind	APEX1 inh	Pol beta inh	TRHR ag
O=C(Nn1cnnc1)c1cc2c(s1)CCCC2
 : 6%	-6%	0%	13%	-4%	4%	-11%	1%	0.9
COc1ccc(CC(NC(C)=O)C(=O)NC2CCN(c3nnnn3-c3ccccc3)CC2)cc1 (stereo not given)
 : 5%	0%	2%	7%	-1%	-8%	12%	1%	1.8

# Retrieved by compound from the entries so far:
SMILES,POLK inh,12-LOX inh,ERG Ets-DNA blk,POLI inh,BLM inh,Apoferritin bind,APEX1 inh,Pol beta inh,TRHR ag
CC(C)(C)c1cc(OC(=O)c2ccccc2F)ccc1O,-13%,-19%,-7%,51%[activator],-17%,u,13%,u,1.1
COc1ccc(NC(=O)Cn2c([N+](=O)[O-])cnc2C)cc1Cl,-12%,0%,-5%,115%[activator],-3%,0%,20%,25%,0.4
O=C(O)c1cccc(Nc2nc(Nc3ccccc3)nc(N3CCCC3)n2)c1,-8%,-14%,16%,13%,1%,-6%,1%,4%,-0.4
O=C(Nc1c(-c2ccccc2)nc2ccccn12)c1cccc(F)c1,-6%,15%,13%,-11%,-2%,-2%,6%,-2%,1.9
O=C1OC2C[C@H]1[C@@H]1C(=O)N(Cc3ccccc3)CCC1C2I (stereo not given in full),-11%[60.1 µM],x,x,x,7%[75.6 µM],-8%[110 µM],9%,x,x
CC(C)Cn1cc(C(=O)N2CCC(C)CC2)c2c3ccccc3n(C)c2c1=O,-4%,-15%,3%,-14%,-4%,-13%,1%,5%,5.2
COc1ccc(NC(=O)N2CCCC(CCC(=O)N(C)CCc3ccccn3)C2)cc1 (stereo not given),-9%,-16%,4%,-8%,0%,-8%,11%,8%,-0.7

# (more compounds)
SMILES,POLK inh,12-LOX inh,ERG Ets-DNA blk,POLI inh,BLM inh,Apoferritin bind,APEX1 inh,Pol beta inh,TRHR ag
COc1ccc(N(CC(=O)Nc2c(C)n(C)n(-c3ccccc3)c2=O)S(=O)(=O)c2ccc(F)cc2)cc1,-12%,11%,10%,4%,2%,1%,3%,16%,0.1
CC(C)CCOc1ccc(Cn2c(=O)sc3ccccc32)cc1,-4%,6%,1%,-11%,-6%,74%[activator],x,-22%,2.1
CCOC(=O)c1cnc2c(cnn2C)c1NCCCN(C)C,0%,-6%,-5%,-1%,35%[activator],-14%,-4%,5%,0.0
O=c1c(OC2OC(CO)C(O)C(O)C2O)c(-c2ccc(O)c(O)c2)oc2cc(O)cc(O)c12 (stereo not given),18µM*,-18%,-13%,25µM*,-2%,2%,u,-19%,0.6
CC[C@@H](C)[C@H](N)C(=O)NC[C@H]1O[C@@H](n2cnc3c(N)ncnc32)[C@H](O)[C@@H]1O,-4%,-8%,3%,u,x,x,-10%,x,x
CC(C)(C)c1ccc(NC(=O)C2CCCN(c3cnccn3)C2)cc1 (stereo not given),-12%&4%,-15%&-25%,-4%&2%,u,-4%&-1%,u,-14%,-19%&20%,-0.4&-0.6
O=C(CSc1nnnn1-c1ccccc1)Nc1ccc(N2CCOCC2)c(Cl)c1,-3%,u,-15%,4%,3%,-15%,-2%,23%,0.2
CCN(CC)c1ccc(/C=N/NS(=O)(=O)c2ccc(CNC(C)=O)cc2)cc1,-2%,4%,-8%,38%[activator],2%,-5%,3%,-4%,0.8
CCOc1ccc(C(=O)CCCC(=O)c2ccc(OCC)cc2)cc1,6%,3%,0%,8%,-9%,-17%,45%[activator],-21%,0.5
CN(CC1CCCN(CCc2ccc(F)cc2)C1)C(=O)CCC(N)=O (stereo not given),6%,-1%,8%,-6%,-1%,-3%,46%,23%,0.2
O=C(NCc1cccnc1)c1ccc2c(c1)C(=O)N(Cc1ccccc1)C2=O,-10%,214%[activator],-15%,-12%,-1%,u,21%,-18%,3.4
CC(C)CNC(=O)NC1(C(F)(F)F)Oc2ccccc2O1,-2%,0%,-3%,126%[activator],-2%,-6%,17%,31%[activator],0.5
COc1ccccc1N1CCN(S(=O)(=O)c2c[nH]c(=O)[nH]c2=O)CC1,-4%,-16%,-18%,-7%,x,x,9%,x,0.7
CCOC(=O)CC(=O)CSc1nc(-c2ccccc2)cc(-c2ccc(Cl)cc2)c1C#N,-8%,19%,0%,19%,-2%,-12%,-6%,1%,1.2
Cc1nc(NC(=O)COC(=O)C2CC3CCCC(C2)C3=O)c(Cl)cc1Cl (stereo not given),-9%,u,-5%,56%[activator],x,x,13%,x,x
CCOC(=O)CN1C(=O)C(O)(C2CCc3ccccc3C2=O)c2ccccc21 (stereo not given),-5%,-18%,3%,0%,0%,-11%,-4%,9%,0.2
O=C(N/N=C/c1ccc(N2CCOCC2)cc1)c1ccc(O)cc1,3%,15%,27%,9%,-2%,4%,-2%,u,1.3
COc1cccc(C(=O)OCC(=O)c2ccc(Br)s2)c1,-8%,325%[activator],-2%,u,-10%,u,31%,u,-0.5
CN(C)S(=O)(=O)c1ccc(C(=O)NCC(=O)N/N=C/c2ccco2)cc1,-5%[60.1 µM],-8%,-7%,16%,-2%,-13%,-3%,-1%,0.7
COc1ccccc1-n1cc(-c2ccccc2)[nH]c1=S,0%,u,-2%,13%,-4%,-8%,-3%,-1%,0.6
Cc1cc(C(=O)Nc2ccc(N3CCCC3)c(Cl)c2)ccc1[N+](=O)[O-],-6%,-26%,3%,36%[activator],-9%,4%,-5%,-3%,-0.1

# An excerpt; rates above refer to the full screens.
